# Source: PubChem BioAssay (The Scripps Research Institute Molecular Screening Center)
# PREPL inhibitor: human PREPL enzyme inhibition; Q4J6C6; recombinant PREPL, fluorescence polarization activity-based probe; inhibition, % at 5.96 µM; actives 0.68% (n = 320,000); AID 2751; in the data active = inhibition above about 43%;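 note: 0% = enzyme with DMSO and 100% = wells lacking enzyme; many of its hits are not listed in these tables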
# Target sequence (Q4J6C6 whole entry, looked up): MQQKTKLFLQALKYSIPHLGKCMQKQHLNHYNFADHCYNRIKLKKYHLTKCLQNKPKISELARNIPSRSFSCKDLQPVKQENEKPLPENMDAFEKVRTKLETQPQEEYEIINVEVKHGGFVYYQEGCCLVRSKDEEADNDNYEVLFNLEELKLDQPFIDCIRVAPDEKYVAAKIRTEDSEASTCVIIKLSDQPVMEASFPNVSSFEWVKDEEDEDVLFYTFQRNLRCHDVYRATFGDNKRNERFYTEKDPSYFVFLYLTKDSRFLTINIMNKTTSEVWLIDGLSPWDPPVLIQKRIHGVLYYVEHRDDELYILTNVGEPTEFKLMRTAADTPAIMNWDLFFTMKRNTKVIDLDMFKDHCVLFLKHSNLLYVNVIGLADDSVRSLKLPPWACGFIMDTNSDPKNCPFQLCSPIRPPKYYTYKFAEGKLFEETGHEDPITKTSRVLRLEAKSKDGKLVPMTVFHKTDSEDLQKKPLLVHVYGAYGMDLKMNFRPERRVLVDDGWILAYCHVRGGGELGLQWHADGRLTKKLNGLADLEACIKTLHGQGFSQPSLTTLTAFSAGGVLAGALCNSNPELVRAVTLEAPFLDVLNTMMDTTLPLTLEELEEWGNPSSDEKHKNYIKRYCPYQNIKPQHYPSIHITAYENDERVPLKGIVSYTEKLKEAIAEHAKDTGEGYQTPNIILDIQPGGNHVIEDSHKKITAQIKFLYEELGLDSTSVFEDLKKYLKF
# PAFAH1B3 FP inh: blocks human PAF acetylhydrolase 1B catalytic subunit 3. Q15102. recombinant PAFAH1B3, FP-rhodamine probe, fluorescence polarization. inhibition, % at 3.39 µM. actives 0.28% (n = 340,000);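 active = inhibition above the screen-wide average of all tested compounds plus 3 SD, cut at about 25% in these data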;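 note: 0% = enzyme with DMSO only and 100% = wells lacking PAFAH1B3 protein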
# PAFAH2 inh: inhibitors of human PAFAH2 | Q99487 | recombinant PAFAH2, FP-rhodamine activity probe, fluorescence polarization | inhibition, % at 3.39 µM | actives 0.99% (n = 340,000) | AID 492956;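 active = inhibition above the mean over all tested compounds plus 3 SD, cut at about 30% in these data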;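 note: inhibitors block probe labeling of enzyme so polarization drops; 0% = enzyme with DMSO and 100% = wells lacking PAFAH2 protein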
# LYPLA2 counter: counter-screen for PME1 inhibitors: inhibitors of human LYPLA2. AID 2177. inhibition, % at 5.9 µM. actives 0.38% (n = 320,000). O95372. recombinant LYPLA2, FP-Rh probe fluorescence polarization;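 active = inhibition above the screen-wide mean plus 3 SD, limit set per campaign, cut at about 26% in these data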;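 note: 0% = LYPLA2 with DMSO and 100% = wells lacking LYPLA2 enzyme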
# EBNA-1 inh: blocks EBNA-1 binding to DNA. EBNA-1 DNA binding, fluorescence polarization. inhibition, % at 14.8 µM. actives 0.34% (n = 300,000). AID 1950; in the data active = inhibition above about 28%
# PAFAH1B2 FP inh: PAFAH1B2 (human) inhibition | actives 1.2% (n = 340,000) | AID 492953 | P68402 | recombinant PAFAH1B2, FP-rhodamine activity probe, fluorescence polarization | inhibition, % at 3.39 µM;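 active = inhibition above the mean of all tested compounds plus 3 SD, cut at about 24% in these data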;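 note: 0% = enzyme with DMSO and 100% = wells lacking PAFAH1B2; many of its hits are not listed in these tables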
# Target sequence (P68402 whole entry, looked up): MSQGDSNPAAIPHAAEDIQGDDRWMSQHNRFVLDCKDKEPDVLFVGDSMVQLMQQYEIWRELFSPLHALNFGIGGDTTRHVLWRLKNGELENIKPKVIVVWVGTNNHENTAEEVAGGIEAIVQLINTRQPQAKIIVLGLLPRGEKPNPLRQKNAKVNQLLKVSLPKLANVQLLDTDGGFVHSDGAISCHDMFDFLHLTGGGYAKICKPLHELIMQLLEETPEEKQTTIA
# LYPLA1 inh: LYPLA1 (human) inhibition in PME1 counter-screen | O75608 | recombinant LYPLA1, FP-Rh probe fluorescence polarization | inhibition, % at 5.9 µM | actives 0.16% (n = 320,000) | AID 2174;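 active = inhibition above the mean of all tested compounds plus 3 SD, set per campaign, cut at about 14% in these data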;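 note: inhibitors block serine hydrolase probe labeling of LYPLA1 so polarization falls; 0% = enzyme with DMSO and 100% = wells lacking LYPLA1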
# pPAFAH FP inh: pPAFAH (human) enzyme inhibition | Q13093 | recombinant pPAFAH, FP-rhodamine probe fluorescence polarization | inhibition, % at 3.39 µM | actives 1.5% (n = 330,000) | AID 463082;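 active = inhibition above the mean inhibition across the screen plus 3 SD, cut at about 25% in these data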;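 note: inhibitors block binding of the rhodamine activity-based probe so polarization drops; 0% = enzyme with DMSO and 100% = wells lacking pPAFAH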
# ZTA DNA inh: ZTA (EBV) inhibition in EBNA-1 counter-screen; P03206; ZTA-DNA binding, fluorescence polarization; inhibition, % at 11 µM; actives 0.15% (n = 320,000); in the data active = inhibition above about 33%
# * marks the source's active call; other numbers are inactive results; · = no result given. Only part of the results is shown (hit frequency here may not be typical).
# Each structure is followed by: PREPL inhibitor	PAFAH1B3 FP inh	PAFAH2 inh	LYPLA2 counter	EBNA-1 inh	PAFAH1B2 FP inh	LYPLA1 inh	pPAFAH FP inh	ZTA DNA inh
> Cc1nn(CC(=O)N2CCOCC2)c(=O)c2c1sc1ccccc12
  -1	0	2	-3	11	4	-4	2	5
> O=C(Nc1ccc(F)cc1)c1ccc2ncsc2c1
  19	-4	-1	3	-2	-3	-15	2	2
> Cc1ccc(/C=c2\s/c(=C(/C#N)C(=O)N3CCCC3)n(Cc3ccco3)c2=O)s1
  7	-4	1	-6	19	4	-2	20	3
> CCCCC(CC(C)O)c1n[nH]c(=S)n1-c1ccccc1 (stereo not given)
  4	1	-4	-2	6	0	5	4	-4
> COc1ccc2sc(NC(=O)c3ccco3)nc2c1
  7	7	5	-1	3	3	-3	1	-17
> O=C(CCOc1ccccc1)Nc1ccccc1[N+](=O)[O-]
  -2	10	-4	-2	6	2	-1	1	-15
> Cc1ccc(N=C(NOC(=O)c2ccccc2)c2nonc2N)c(C)c1
  -14	-7	68*	-1	4	-1	-4	5	-3
> CC(C)Cc1ccc(/C=C/C(=O)N2CCCCC2)cc1
  3	2	3	-1	10	-7	0	12	5
> COc1cccc(OC)c1C(=O)Nc1ccc(Cc2ccncc2)cc1
  8	9	3	1	10	2	-2	9	-1
> COc1ccc(-c2nc(CS(=O)(=O)CC(=O)NCCc3cc(OC)ccc3OC)c(C)o2)cc1
  2	1	0	1	-13	2	-1	-1	-8
> O=C(/C=C/c1ccco1)N/C(=C\c1ccccc1)C(=O)NCCc1nc2ccccc2[nH]1
  6	11	-2	2	7	-4	1	2	7
> CC(=O)c1ccc(S(=O)(=O)Nc2ccc3c(c2)OCO3)cc1
  -1	-4	0	·	·	6	·	9	·
> CCOC(=O)CC(=O)NC1(Cc2ccc(O)cc2)CCCCC1
  14	4	-3	-1	0	3	2	-3	-10
> Cc1c(CC(=O)NCC(=O)O)c(=O)oc2cc3c(cc12)CCC(C)(C)O3
  -19	2	-1	1	-3	2	2	0	4
> CCn1nc(NS(=O)(=O)c2ccc([N+](=O)[O-])cc2)c2cc3cc(C)ccc3nc21
  13	11	2	6	5	9	4	18	2

# Two compounds from above with just EBNA-1 inh, PAFAH1B3 FP inh and PAFAH2 inh:
Structure | EBNA-1 inh | PAFAH1B3 FP inh | PAFAH2 inh
O=C(Nc1ccc(F)cc1)c1ccc2ncsc2c1 | -2 | -4 | -1
Cc1ccc(/C=c2\s/c(=C(/C#N)C(=O)N3CCCC3)n(Cc3ccco3)c2=O)s1 | 19 | -4 | 1

# (continued)
# Each structure is followed by: PREPL inhibitor	PAFAH1B3 FP inh	PAFAH2 inh	LYPLA2 counter	EBNA-1 inh	PAFAH1B2 FP inh	LYPLA1 inh	pPAFAH FP inh	ZTA DNA inh
> O=C(N/N=C/c1cccnc1)c1cc(-c2ccccc2)nc2ccccc12
  -2	2	-11	-7	-14	2	-6	-5	-5
> Cc1ccc2nc(CSc3nnc(-c4ccco4)n3-c3ccccc3)cc(=O)n2c1
  5	2	4	0	8	-2	4	-2	-10
> C=CCNC(=O)CSc1nnc(-c2ccccc2Br)n1-c1cccc(C(F)(F)F)c1
  7	7	8	5	1	6	2	4	-8
> O=C1C(Cl)=C(N2CCOCC2)C(=O)N1c1ccc(Br)cc1
  0	-1	2	-3	8	5	-3	7	4
> O=C(Cn1c(C(F)(F)F)nc2ccccc21)Nc1ccccc1N1CCOCC1
  3	2	-3	4	5	-1	4	3	7
> COc1ccc(CN2CC(=O)N(c3cccc(Cl)c3)C2=S)cc1OC
  -10	4	0	-5	8	1	-6	3	15
> NC(=O)c1ccsc1NC(=O)CSc1nc2ccccc2c(=O)n1CCCO
  -3	12	3	-7	-8	5	-3	-11	-15
> O=C1c2ccccc2C(=O)N1Cc1nc2ccccc2c(=O)n1CCN1CCOCC1
  16	-1	5	0	1	0	3	-1	-2
> Cc1csc(SCC(=O)NC2CCCC2)n1
  3	4	1	1	·	1	1	-1	-11
> O=C(CCC1CCN(C(=O)c2cc(C(F)(F)F)ccc2Cl)CC1)NC1CC1
  33	-8	-4	13	7	2	5	-3	-12
> C/C(=N\NC(=O)CCC(=O)N/N=C(\C)c1ccc(C)o1)c1ccc(C)o1
  1	·	·	-5	1	·	0	0	12
> O=C(NCCc1ccccc1)c1ccc(CS(=O)Cc2ccc(Cl)cc2)o1 (stereo not given)
  6	6	1	4	-8	14	4	6	-2
> COC(=O)C1=C(O)/C(=C\c2ccc(OCC(=O)Nc3ccccc3OC)cc2)N=C1C
  -7	5	-4	4	0	0	-2	4	0
> COC(=O)Cn1c(=O)cnc2ccccc21
  -5	4	2	1	-1	3	-4	5	11
> CC(=O)N1c2ccc(S(=O)(=O)N3CCCC3)cc2CC1C(=O)NCc1ccccc1F (stereo not given)
  15	2	1	-2	9	3	0	-3	-3
> CN1/C(=C\C(=O)CSc2nnc(NCc3ccccc3)s2)C(C)(C)c2ccccc21
  7	5	-2	-6	-11	-1	-13	-4	3
> O=C(COc1ccc(Br)cc1)NCCCn1ccnc1
  15	7	10	5	-6	6	-3	-3	10
> CCC(C)(C)NC(=O)C(OC(=O)c1ccco1)c1ccccc1OC (stereo not given)
  -1	-3	-5	-7	10	0	0	2	14
> COc1ccc(C2Cc3ccccc3C(=O)O2)cc1 (stereo not given)
  7	1	1	1	7	3	0	4	7
> CCCCc1cc(=O)oc2cc(OCC(=O)N3CCc4ccccc43)ccc12
  3	5	2	-2	-12	1	0	0	2
> Cc1nc2cc(NC(=O)c3ccc(N4C(=O)CCC4=O)cc3)ccc2s1
  2	12	-3	1	-11	-2	-6	-4	2
> CCOCCn1c(C(C)C)nc2ccccc21
  3	6	-2	-2	2	-1	0	-7	1
> O=C(NCCc1cccc(Cl)c1)c1cc([N+](=O)[O-])ccc1Cl
  4	-2	3	0	-2	2	2	7	4
> CCOC(=O)/C(C#N)=C/c1ccc(OC)c(OC)c1
  7	12	3	-3	0	3	2	-3	-3
> Cc1cc(NC(=O)CSCC(=O)N(c2ccc(F)cc2)C(C(=O)NC2CCCCC2)c2ccc(O)c(O)c2)no1 (stereo not given)
  12	3	-2	3	6	0	-5	7	-5
> COc1ccc(/C=N/NC(=O)c2ccc(Br)cc2)cc1CN1CCOCC1
  1	1	-3	3	-9	1	0	2	-10
> CN(C)CCN(C(=O)c1cc(Cl)sc1Cl)c1nc2ccc(F)cc2s1
  -15	-2	-10	1	9	1	-4	11	2
> Cc1cc(C)nc(SCc2nnc(SCC(=O)N3CCCc4ccccc43)n2C)n1
  16	2	8	0	1	-5	2	4	-1
> COc1cc(OC)nc(Oc2ccccc2C(=O)Oc2cccc(C)c2)n1
  3	3	6	3	-4	0	-2	0	-3
> CN(C(=O)COC(=O)C1c2ccccc2Oc2ccccc21)C1CCS(=O)(=O)C1 (stereo not given)
  -6	-4	1	-1	6	4	-5	0	15
> Cc1ccc(S(=O)(=O)N(Cc2n[nH]c(=S)n2-c2ccccc2)c2cccc(Cl)c2)cc1
  -1	-5	1	-1	7	5	3	7	7
> O=C(Cn1nnc2ccccc2c1=O)N[C@H](C(=O)O)c1ccccc1
  -5	0	-5	-2	1	2	3	2	1
> Cc1c(Cl)cccc1NC(=O)C1NC(=O)CC1c1ccccc1 (stereo not given)
  -1	0	1	-3	2	2	0	5	12
> Cc1cc(C(=O)NNC(=S)Nc2ccccc2C)cs1
  3	11	-9	3	10	-7	4	-1	-21
> CCOC(=O)N1CCC(NC(=O)c2cc(-c3ccc(OC)cc3)nc3ccccc23)CC1
  -8	5	-4	0	0	1	-1	-4	8
> Cn1c(=O)c2c(nc(CN3CCOCC3)n2CC(O)CO)n(C)c1=O (stereo not given)
  3	3	2	-3	8	-2	2	1	10
> O=C(C1CCN(S(=O)(=O)c2ccccc2)CC1)N1CCOCC1
  8	6	7	-4	1	2	-2	0	-5
> Cc1ccc(C)c(S(=O)(=O)Nc2nc(C)c(C(=O)Nc3ccccc3)s2)c1
  1	0	-1	1	8	6	2	5	5
> Cc1cc(C(=O)COC(=O)CNC(=O)c2ccc(F)cc2)c(C)n1Cc1ccco1
  -5	1	6	7	12	1	2	11	-1
> Cn1c(=O)c2ncn(CC(=O)N/N=C/C=C/c3ccccc3)c2n(C)c1=O
  13	-3	-1	0	3	4	0	5	4
> CN1CCCC(OC(=O)c2ccc(C#N)cc2)C1 (stereo not given)
  -15	8	-1	-9	12	4	-6	3	1
> Oc1ccccc1C=NC1=NN(c2cccc(C(F)(F)F)c2)CC1
  1	2	1	9	9	1	0	4	12
> CCCCNC(=O)c1onc(CSc2ccc(Cl)cc2)c1C(=O)NCCCC
  10	4	6	-1	7	15	0	-2	-13
> Cc1noc(C)c1NC(=O)N(C)C[C@H]1Oc2ccc(NC(=O)Nc3ccc(C(F)(F)F)cc3)cc2C(=O)N([C@H](C)CO)C[C@@H]1C
  10	13	2	·	·	8	·	5	·
> COc1ccc(OCc2ccc(C(=O)O)cc2)cc1
  11	10	-10	6	1	16	4	-1	0
> COC(=O)C1CCN(S(=O)(=O)c2ccc(Br)s2)CC1
  3	0	3	-1	·	18	-1	6	5
> CCOc1cc(/C=C2\C(=N)N3N=C(S(=O)(=O)CC)SC3=NC2=O)ccc1OC(=O)c1ccco1
  38	12	11	-7	-4	3	-6	9	2
> O=C(Cc1ccccc1)N/N=C/c1cc(Br)cc(Cl)c1O
  16	8	10	-2	-9	4	0	10	4
> COc1cc(C(=O)NCCN2C(=O)S/C(=C\c3ccc(F)cc3)C2=O)ccc1OCC(=O)N1CCOCC1
  1	·	·	1	-2	·	-3	2	4
> O=C1CC(c2ccco2)CC(O)=C1C=Nc1cc(Cl)ccc1O (stereo not given)
  9	14	9	7	5	7	5	34*	4
> Cc1cccc([N+](=O)[O-])c1NC(=O)COC(=O)c1nc2nccc(C)n2n1
  1	6	1	2	·	0	0	0	-5
> CCN(CC)CCN1C(=O)C(=O)/C(=C(/O)c2ccc(OC(C)C)cc2)C1c1ccncc1 (stereo not given)
  -7	2	4	7	0	3	-1	6	8
> CSc1nc2n(n1)C(c1ccccn1)C1=C(CC(C)(C)CC1=O)N2 (stereo not given)
  7	3	-10	-5	-5	-1	-5	-7	-3
> O=C(COC(=O)C1CC2CCCC(C1)C2=O)Nc1ccc(Cl)cn1 (stereo not given)
  6	1	47*	-2	·	5	-2	7	9
> Cc1nn(CCC(=O)NNC(=S)NCC(C)C)c(C)c1Br
  4	7	3	-4	3	3	-4	0	3
> CCOc1ccccc1C(=O)Nc1cnn(Cc2ccc(F)cc2)c1
  -2	0	-6	4	9	5	3	4	0
> COc1ccc2nc(NC(=O)c3cccc(-c4cc5ccccc5oc4=O)c3)sc2c1
  -4	-9	-15	-6	44*	-9	-8	3	14
> CS(=O)(=O)N1Cc2ccccc2CC1C(=O)OCC(=O)NCc1ccccc1 (stereo not given)
  10	8	5	·	·	6	·	9	·
> CN(C)CC(O)COC(c1ccc(Cl)cc1)c1ccc(Cl)cc1 (stereo not given)
  -25	7	2	-2	3	4	0	-7	1
> Cc1ccc(C(=O)NC(=S)Nc2ccc(NC(=O)c3cccc(Cl)c3)cc2)cc1
  6	6	-4	-3	11	-2	-1	3	-2
> Cc1nn(-c2ccccc2)c(C)c1C(=O)OCC(=O)Nc1ccccc1C(F)(F)F
  5	3	6	2	·	-7	0	-3	-1
> Nc1ncnc2c1ncn2[C@@H]1O[C@H](CO)[C@@H](O)[C@@H]1O
  -12	2	4	-4	-12	4	-4	2	-8
> CC1CCCCC12NC(=O)N(CC(=O)NC(=O)NCc1ccco1)C2=O (stereo not given)
  2	13	4	5	-5	-2	2	4	2
